STK33 kin inh: inhibitors of human STK33 kinase; Q9BYT3; ADP-Glo luminescence, MBP substrate; inhibition, % at 12.5 µM; actives 0.44% (n = 27,000); AID 2322; in the data active = inhibition above about 20%
Target sequence (Q9BYT3 whole entry, looked up): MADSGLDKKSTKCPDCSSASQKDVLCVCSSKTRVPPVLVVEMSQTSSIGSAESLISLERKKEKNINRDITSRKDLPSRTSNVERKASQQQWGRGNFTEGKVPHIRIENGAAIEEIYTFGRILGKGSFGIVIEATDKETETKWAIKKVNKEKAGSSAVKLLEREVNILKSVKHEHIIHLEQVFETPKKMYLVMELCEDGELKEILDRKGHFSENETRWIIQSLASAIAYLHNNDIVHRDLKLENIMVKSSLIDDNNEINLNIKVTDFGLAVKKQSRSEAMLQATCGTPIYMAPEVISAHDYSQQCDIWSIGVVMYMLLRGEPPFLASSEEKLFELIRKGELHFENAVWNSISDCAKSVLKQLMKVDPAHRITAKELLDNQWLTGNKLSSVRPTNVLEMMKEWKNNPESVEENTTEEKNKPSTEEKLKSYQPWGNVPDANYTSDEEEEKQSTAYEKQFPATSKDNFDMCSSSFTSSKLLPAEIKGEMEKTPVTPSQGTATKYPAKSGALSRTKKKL
p53 PUMA act: re-activators of the mutant p53 pathway. activation, % at 9.98 µM. SW480 PUMA-promoter luciferase, p53 mutant reactivation. AID 624151. actives 1.5% (n = 28,000); in the data active = activation above about 52%
Numbers without * were called inactive. Not all compounds are listed; count on the stated rates, not on these rows.

C[C@@H]1CN([C@@H](C)CO)C(=O)Cc2cc(NC(=O)Nc3cccc4ccccc34)ccc2O[C@@H]1CN(C)S(=O)(=O)c1cn(C)cn1 was read as STK33 kin inh -0.2 and p53 PUMA act 3.2.
Screening CC(C)NC(=O)N(C)C[C@H]1Oc2ncc(C#CC3(O)CCCC3)cc2C(=O)N([C@@H](C)CO)C[C@@H]1C returned p53 PUMA act -1.1.
For C[C@H](CO)N1C[C@H](C)[C@H](CN(C)Cc2ccc(-c3ccccc3)cc2)Oc2ccc(N(C)C)cc2C1=O the results were STK33 kin inh -2.5.
C[C@@H]1CN([C@@H](C)CO)C(=O)c2cccc(NC(=O)c3ccncc3)c2O[C@H]1CN(C)Cc1ccc(Oc2ccccc2)cc1 was read as p53 PUMA act 7.6.
CC(C)NC(=O)N(C)C[C@@H]1Oc2c(NS(=O)(=O)c3ccccc3)cccc2C(=O)N([C@@H](C)CO)C[C@H]1C was read as p53 PUMA act 4.8.
For C[C@@H]1CN([C@H](C)CO)C(=O)c2cccc(NC(=O)Nc3ccc(F)cc3)c2O[C@@H]1CN(C)Cc1ccc(Cl)c(Cl)c1 the results were p53 PUMA act -4.5.
Screening Cc1ccc(S(=O)(=O)Nc2ccc3c(c2)CC(=O)N([C@H](C)CO)C[C@H](C)[C@H](CN(C)Cc2ccc(-c4ccccc4)cc2)O3)cc1 returned STK33 kin inh 5.4.
CN(C)CCN(Cc1cccs1)c1ccccn1 was read as STK33 kin inh -3.6.
For C[C@H]1CN([C@@H](C)CO)C(=O)Cc2cc(NC(=O)Nc3ccc(F)cc3)ccc2O[C@H]1CN(C)S(=O)(=O)c1cn(C)cn1 the results were STK33 kin inh -0.1.
Screening COc1ccc(S(=O)(=O)N(C)C[C@@H]2Oc3ncc(-c4cccc(C(F)(F)F)c4)cc3C(=O)N([C@H](C)CO)C[C@@H]2C)cc1 returned STK33 kin inh 1.7 and p53 PUMA act -8.9.
`Nc1ccc(S(=O)(=O)Nc2cnc3ccccc3n2)cc1` gave STK33 kin inh -2.2.
For COc1ccc(N(CC(=O)Nc2cccnc2)S(C)(=O)=O)cc1 the results were STK33 kin inh 2.5 and p53 PUMA act -9.7.
For Cc1ccccc1NS(=O)(=O)c1cc(C(=O)NCC2CCCO2)ccc1C (stereo not drawn) the results were STK33 kin inh 0.3 and p53 PUMA act 3.7.
Screening C[C@H](CO)N1C[C@H](C)[C@@H](CN(C)C)Oc2c(NS(=O)(=O)c3cccs3)cccc2C1=O returned p53 PUMA act 4.3.
Screening COC(=O)CCC(=O)Nc1ccc(S(N)(=O)=O)cc1 returned STK33 kin inh -0.4 and p53 PUMA act 10.7.
`Cc1cccc(NC(=O)CSc2nnc(-c3cccc(Br)c3)n2-c2ccccc2)c1` gave STK33 kin inh 0.9 and p53 PUMA act -23.4.
CNCC(O)c1ccc(OC(=O)C(C)(C)C)c(OC(=O)C(C)(C)C)c1 (stereo not drawn) was read as STK33 kin inh 0.5 and p53 PUMA act -0.2.
C[C@@H]1CN([C@H](C)CO)C(=O)Cc2cc(NC(=O)Cc3cn(C)c4ccccc34)ccc2O[C@H]1CN(C)C(=O)Nc1ccccc1 was read as STK33 kin inh -3.2 and p53 PUMA act 18.4.
For Cc1noc(C)c1NC(=O)Nc1ccc2c(c1)C(=O)N([C@H](C)CO)C[C@@H](C)[C@@H](CN(C)C(=O)Nc1c(C)noc1C)O2 the results were p53 PUMA act -0.7.
C[C@@H]1CCCCO[C@H](CN(C)C(=O)Nc2ccccc2)[C@@H](C)CN([C@@H](C)CO)C(=O)c2cc(NC(=O)Cc3ccccc3)ccc2O1 was read as p53 PUMA act -3.8.
O=C(CSc1nc(-c2ccccc2)cs1)Nc1ccccc1 was read as STK33 kin inh -1.8 and p53 PUMA act 36.4.
C[C@@H]1CN([C@H](C)CO)C(=O)Cc2cc(NS(=O)(=O)c3ccc(F)cc3)ccc2O[C@@H]1CN(C)C(=O)Nc1ccc(C(F)(F)F)cc1 was read as STK33 kin inh -2.6.
For Cc1ccc(S(=O)(=O)Nc2ccc3c(c2)CC(=O)N([C@@H](C)CO)C[C@H](C)[C@H](CN(C)Cc2ccc(-c4ccccc4)cc2)O3)cc1 the results were STK33 kin inh 10.1.
`CCn1c2ccccc2n2c(SCc3nc4ccccc4[nH]3)nnc12` gave STK33 kin inh 2.7 and p53 PUMA act 23.7.
For CC(=O)N(C)C[C@H]1Oc2cc(C#Cc3ccc(F)cc3)ccc2S(=O)(=O)N([C@@H](C)CO)C[C@@H]1C the results were p53 PUMA act -13.8.
C[C@@H]1CN([C@H](C)CO)C(=O)c2cc(NC(=O)CCCN(C)C)ccc2O[C@H]1CN(C)Cc1ccc2c(c1)OCO2 was read as p53 PUMA act 9.6.
`CC(C)NC(=O)N(C)C[C@@H]1OCCCC[C@@H](C)Oc2ccc(NC(=O)Cc3ccccc3)cc2C(=O)N([C@H](C)CO)C[C@H]1C` gave p53 PUMA act -2.4.
`O=[N+]([O-])c1cccc(NC(=S)Nc2nn(Cc3ccc(Cl)c(Cl)c3)cc2Br)c1` gave STK33 kin inh -2.5 and p53 PUMA act 9.8.
`C[C@@H]1CCCCO[C@@H](CN(C)Cc2ccc3c(c2)OCO3)[C@@H](C)CN([C@H](C)CO)C(=O)c2cc(NC(=O)Nc3ccc4c(c3)OCO4)ccc2O1` gave STK33 kin inh 1.4.
`CN(CC(=O)O)S(=O)(=O)c1ccc(F)cc1` gave STK33 kin inh -0.5 and p53 PUMA act -5.7.
For Cc1cc(C)c(NC(=O)CN(c2ccc(C)c(C)c2)S(C)(=O)=O)c(C)c1 the results were STK33 kin inh -9.8 and p53 PUMA act 2.8.
C[C@@H]1CN([C@H](C)CO)C(=O)CCCn2cc(nn2)CO[C@H]1CN(C)S(=O)(=O)c1ccc2ccccc2c1 was read as STK33 kin inh 8.7.
For C[C@H](CO)N1C[C@H](C)[C@H](CN(C)Cc2cccc(C(=O)O)c2)OCc2cnnn2CCCC1=O the results were STK33 kin inh -2.7.
Screening CC(C)(Oc1ccc(Cl)cc1)C(=O)Nc1ccccc1-c1nc2ccccc2s1 returned STK33 kin inh -2.5 and p53 PUMA act -2.4.
`C/C=C(\C)C(=O)OC1C(OC(=O)/C=C(/C)CC(=O)O)C2(CO)C(O)CC3(C)C(=CCC4C5(C)CCC(OC6OC(C(=O)O)C(O)C(OC7OC(C)C(O)C(OC8OC(CO)C(O)C(O)C8O)C7O)C6O)C(C)(C)C5CCC43C)C2CC1(C)C` (stereo not drawn) gave STK33 kin inh -3.6.
COc1ccc(NC(=O)C(C)N(c2ccc(Cl)cc2)S(C)(=O)=O)cc1 (stereo not drawn) was read as STK33 kin inh -1.0 and p53 PUMA act -8.2.
Screening O=C1O[C@H](c2ccccc2)[C@H](c2ccccc2)N2[C@H]1[C@@H](C(=O)N1CCN(c3ncccn3)CC1)[C@]1(C(=O)Nc3ccccc31)[C@H]2c1ccc(O)cc1 returned STK33 kin inh 6.4.
For C[C@H]1CN([C@@H](C)CO)C(=O)Cc2cc(NC(=O)C3CC3)ccc2O[C@H]1CN(C)C the results were STK33 kin inh -1.8 and p53 PUMA act -2.6.
Screening C[C@@H]1CN([C@@H](C)CO)C(=O)CCCn2nncc2CO[C@@H]1CN(C)Cc1ccccc1C(F)(F)F returned STK33 kin inh 4.6.
Screening O=C1c2ccccc2[C@@]2(Cc3ccccc3N(Cc3ccccc3)C2=O)[C@H](c2ccc(CO)cc2)N1C1CCCCC1 returned STK33 kin inh 0.0.
CCOC(=O)N(C)C[C@@H]1OCc2cnnn2CCCC(=O)N([C@H](C)CO)C[C@@H]1C was read as STK33 kin inh -2.3.
For C[C@H]1CN([C@@H](C)CO)C(=O)CCCn2nncc2CO[C@@H]1CN(C)S(=O)(=O)c1ccc(Oc2ccccc2)cc1 the results were STK33 kin inh -2.3.
For C[C@@H]1CN([C@H](C)CO)C(=O)c2cc(N(C)C)ccc2O[C@@H]1CN(C)S(=O)(=O)c1cn(C)cn1 the results were p53 PUMA act 2.3.
For C[C@H](CO)N1C[C@H](C)[C@H](CN(C)Cc2ccc(C(F)(F)F)cc2)Oc2ccc(NS(=O)(=O)c3ccccc3)cc2CC1=O the results were STK33 kin inh -0.1.
Screening COc1cccc(S(=O)(=O)N(C)C[C@@H]2Oc3ncc(C#CCN(C)C)cc3C(=O)N([C@H](C)CO)C[C@@H]2C)c1 returned STK33 kin inh 2.4.
`COc1cc(OC)cc(-c2nnc(SCC(=O)Nc3cc(C(F)(F)F)ccc3Cl)o2)c1` gave STK33 kin inh 2.0 and p53 PUMA act -3.8.
Screening C[C@H](CO)N1C[C@H](C)[C@H](CN(C)C)Oc2ccc(NC(=O)Cc3ccccc3)cc2CC1=O returned STK33 kin inh 1.6 and p53 PUMA act 2.5.
C[C@@H]1CCCCO[C@@H](CN(C)Cc2ccc(Cl)c(Cl)c2)[C@@H](C)CN([C@H](C)CO)C(=O)c2cc(NC(=O)C3CCCCC3)ccc2O1 was read as STK33 kin inh 4.2.
COc1ccc(C(=O)CSc2nc3ccccc3c(=O)[nH]2)cc1OC was read as STK33 kin inh 6.4 and p53 PUMA act 9.4.
Screening C[C@@H]1CN([C@@H](C)CO)C(=O)c2cc(C#Cc3ccncc3)cnc2O[C@H]1CN(C)Cc1ccncc1 returned p53 PUMA act 29.8.
Screening O=C(CSc1nnc(-c2ccccn2)n1-c1ccccc1)Nc1ccc2cn[nH]c2c1 returned STK33 kin inh 0.3 and p53 PUMA act -20.2.
O=C(c1cnc2ccccn12)C(F)(F)SCc1c(Cl)cccc1Cl was read as p53 PUMA act 9.6.
For C[C@H](CO)N1C[C@H](C)[C@@H](CN(C)S(=O)(=O)c2ccc(F)cc2)OCCCC[C@H](C)Oc2ccc(NC(=O)c3ccncc3)cc2C1=O the results were p53 PUMA act -3.9.
C[C@H](CO)N1C[C@H](C)[C@@H](CN(C)C(=O)Nc2ccc(C(F)(F)F)cc2)Oc2ccc(NS(C)(=O)=O)cc2CC1=O was read as p53 PUMA act -0.8.
Screening C[C@H](CO)N1C[C@H](C)[C@H](CN(C)Cc2ccc3c(c2)OCO3)Oc2ccc(NS(=O)(=O)c3ccc(Cl)cc3)cc2CC1=O returned STK33 kin inh 1.0.
C[C@@H]1CCCCO[C@H](CN(C)C(=O)Nc2cccc3ccccc23)[C@@H](C)CN([C@H](C)CO)C(=O)c2cc(NC(=O)NC3CCCCC3)ccc2O1 was read as STK33 kin inh 0.6.
Screening O=C(C[C@H]1C[C@H]2c3cc(NC(=O)c4cccnc4)ccc3O[C@H]2[C@H](CO)O1)NCc1ccccn1 returned p53 PUMA act 14.8.
C[C@@H]1CN([C@H](C)CO)C(=O)c2cccc(NC(=O)C3CCOCC3)c2O[C@@H]1CN(C)Cc1ccc(C(F)(F)F)cc1 was read as p53 PUMA act 8.1.
CC(C)NC(=O)Nc1ccc2c(c1)C(=O)N([C@@H](C)CO)C[C@@H](C)[C@H](CN(C)C)OCCCC[C@@H](C)O2 was read as p53 PUMA act 7.7.
CCCNC(=O)N(C)C[C@@H]1Oc2ncc(C#CC3(O)CCCC3)cc2C(=O)N([C@@H](C)CO)C[C@H]1C was read as p53 PUMA act -0.8.
COC(=O)C[C@@H]1C[C@@H]2c3cc(NS(C)(=O)=O)ccc3O[C@@H]2[C@@H](CO)O1 was read as p53 PUMA act 11.5.
Screening C[C@H]1CCCCO[C@H](CN(C)S(=O)(=O)c2cccs2)[C@@H](C)CN([C@@H](C)CO)C(=O)c2cc(NC(=O)Nc3ccccc3)ccc2O1 returned p53 PUMA act -9.5.
For COc1cccc(C(=O)Nc2cc(C)ccc2NC(=O)COc2ccccc2)c1 the results were STK33 kin inh 2.2 and p53 PUMA act -6.7.
For COc1ccc(C)cc1N(CC(=O)Nc1cccc(Cl)c1Cl)S(C)(=O)=O the results were STK33 kin inh 1.3 and p53 PUMA act 3.0.
`CC(=O)Nc1ccc(OCC(O)Cn2cnc3ccccc32)cc1` (stereo not drawn) gave STK33 kin inh 6.6 and p53 PUMA act -4.4.
`COc1ccc(S(=O)(=O)N(C)C[C@H]2Oc3c(NC(=O)C4CC4)cccc3C(=O)N([C@H](C)CO)C[C@@H]2C)cc1` gave p53 PUMA act 7.5.
`C[C@@H]1CN([C@H](C)CO)C(=O)Cc2cc(NC(=O)C3CC3)ccc2O[C@H]1CN(C)Cc1ccc(C(F)(F)F)cc1` gave STK33 kin inh 0.0 and p53 PUMA act 11.5.
`C[C@@H]1CCCCO[C@H](CN(C)C(=O)CCCN(C)C)[C@@H](C)CN([C@@H](C)CO)C(=O)c2cc(NC(=O)CCCN(C)C)ccc2O1` gave p53 PUMA act 7.8.
`O=C(O)C1=C[C@@H](c2csc3ccccc23)C[C@@H](OCc2ccc(CO)cc2)O1` gave STK33 kin inh -2.5.
Screening C[C@@H]1CN([C@@H](C)CO)C(=O)c2cc(NS(=O)(=O)c3cn(C)cn3)ccc2O[C@H]1CN(C)C returned STK33 kin inh -0.4 and p53 PUMA act 5.7.

Part of the list above in order of molar mass, highest first:
For C[C@H](CO)N1C[C@H](C)[C@@H](CN(C)S(=O)(=O)c2ccc(F)cc2)OCCCC[C@H](C)Oc2ccc(NC(=O)c3ccncc3)cc2C1=O the results were p53 PUMA act -3.9.
Screening Cc1ccc(S(=O)(=O)Nc2ccc3c(c2)CC(=O)N([C@H](C)CO)C[C@H](C)[C@H](CN(C)Cc2ccc(-c4ccccc4)cc2)O3)cc1 returned STK33 kin inh 5.4.
For C[C@@H]1CN([C@H](C)CO)C(=O)c2cccc(NC(=O)Nc3ccc(F)cc3)c2O[C@@H]1CN(C)Cc1ccc(Cl)c(Cl)c1 the results were p53 PUMA act -4.5.
For C[C@H]1CN([C@@H](C)CO)C(=O)Cc2cc(NC(=O)Nc3ccc(F)cc3)ccc2O[C@H]1CN(C)S(=O)(=O)c1cn(C)cn1 the results were STK33 kin inh -0.1.
For C[C@H]1CN([C@@H](C)CO)C(=O)CCCn2nncc2CO[C@@H]1CN(C)S(=O)(=O)c1ccc(Oc2ccccc2)cc1 the results were STK33 kin inh -2.3.
Screening COc1cccc(S(=O)(=O)N(C)C[C@@H]2Oc3ncc(C#CCN(C)C)cc3C(=O)N([C@H](C)CO)C[C@@H]2C)c1 returned STK33 kin inh 2.4.
For C[C@@H]1CN([C@H](C)CO)C(=O)c2cc(N(C)C)ccc2O[C@@H]1CN(C)S(=O)(=O)c1cn(C)cn1 the results were p53 PUMA act 2.3.
For Cc1ccccc1NS(=O)(=O)c1cc(C(=O)NCC2CCCO2)ccc1C (stereo not drawn) the results were STK33 kin inh 0.3 and p53 PUMA act 3.7.

Screening results as filed in PubChem BioAssay.
